TEAD-YAP block: TEAD-YAP interaction inhibition, primary screen, TEAD-YAP interaction inhibitor project, luminescence, HEK-TIYL cells | TEAD-Gal4/YAP UAS-luciferase luminescence | inhibition, % at 9.12 µM | 640,000 compounds, 1.4% hits | AID 1259422, 2018; in the data active = inhibition above about 32%;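 note: 0% = median of test compound wells and 100% = reference inhibitor wells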
FBW7 act: FBW7 E3 ligase activators, primary screen, biochemical, AlphaScreen, human; F-box/WD repeat-containing protein 7 (Homo sapiens), Q969H0; normalized activity (activation), % at 26.1 µM; AlphaScreen FBW7–phospho-cyclin E peptide binding, activator screen; 650,000 compounds, 0.13% hits; in the data active = normalized activity above about 1.9%;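 note: purified mutant Fbw7 with reduced substrate affinity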
Target sequence (Q969H0 whole entry, looked up): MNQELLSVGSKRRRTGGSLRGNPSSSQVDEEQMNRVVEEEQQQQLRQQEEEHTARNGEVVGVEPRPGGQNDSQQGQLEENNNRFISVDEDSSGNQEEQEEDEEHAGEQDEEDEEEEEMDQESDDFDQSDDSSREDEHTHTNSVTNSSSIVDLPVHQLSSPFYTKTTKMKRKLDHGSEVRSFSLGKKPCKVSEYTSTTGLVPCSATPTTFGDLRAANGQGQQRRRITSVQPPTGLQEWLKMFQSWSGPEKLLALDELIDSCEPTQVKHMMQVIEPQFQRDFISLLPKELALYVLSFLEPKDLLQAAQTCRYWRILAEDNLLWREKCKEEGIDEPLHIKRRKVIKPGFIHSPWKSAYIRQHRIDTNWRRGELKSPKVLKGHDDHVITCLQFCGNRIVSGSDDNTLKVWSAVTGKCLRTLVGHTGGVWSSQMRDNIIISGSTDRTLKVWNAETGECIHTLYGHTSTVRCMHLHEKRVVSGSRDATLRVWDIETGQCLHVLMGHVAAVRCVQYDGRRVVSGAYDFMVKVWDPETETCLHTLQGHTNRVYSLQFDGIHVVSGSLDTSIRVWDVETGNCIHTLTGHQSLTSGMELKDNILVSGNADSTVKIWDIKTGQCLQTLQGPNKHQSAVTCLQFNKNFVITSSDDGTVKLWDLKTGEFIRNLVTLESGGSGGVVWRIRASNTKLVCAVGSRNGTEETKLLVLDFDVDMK
GPR151 ag: activators of human GPR151, primary screen, cell-based, PathHunter beta-arrestin, luminescence. PathHunter beta-arrestin GPR151 cells. AID 1508602, 2020. 650,000 compounds, 1% hits. activation, % at 11.2 µM; in the data active = activation above about 4.9%;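 note: 0% = median of compound wells and 100% = cells with positive control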
MITF primary: MITF inhibitors, primary screen, biochemical, AlphaScreen, human; 650,000 compounds, 0.91% hits; AID 1259374, 2018; AlphaScreen MITF homodimerization, bead proximity signal; Microphthalmia-associated transcription factor (Homo sapiens), O75030; inhibition, % at 2.6 µM; in the data active = inhibition above about 50%;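 note: 0% = vehicle wells with protein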
Numbers without * were called inactive; · = not tested or not shown; & = joins results of further samples.

SMILES | TEAD-YAP block | FBW7 act | GPR151 ag | MITF primary
CCCNC(=O)c1ccc2nc(N3CCN(c4ccccn4)CC3)sc2c1 | -11 | -0.1 | 0.9 | -3
CCCCNC(=O)c1ccccc1NS(=O)(=O)c1ccc(OC)c(Cl)c1 | -5 | 0.2 | -0.4 | -1
CCOC(=O)c1c(CC(C)C)csc1NC=O | -7 | 0.1 | -0.4 | 7
CC(C)[C@H](NC(=O)c1c(F)cccc1F)C(=O)Nc1ccc(C#N)cc1 | -6 | -0.1 | 1.2 | -1
Cc1nnc2ccc(N3CCCCC3)nn12 | 1 | 0.3 | 0.2 | 0
CCOC(=O)c1c(C)nc(SC)nc1-c1ccccc1 | 3 | -0.1 | -0.9 | 3
Cc1ccccc1Nc1nc(N)nc(COC(=O)c2c(F)cccc2F)n1 | -42 | -0.1 | -2.5 | -9
COc1ccc(CC2(CCC(=O)NC(c3ccccc3)c3ccco3)CCC(=O)N2)cc1 (stereo unspecified) | -1 | 0.0 | 2.5 | 8
COc1ccc(NC(=O)C2Oc3ccccc3OC2C)cc1 (stereo unspecified) | 5 | -0.1 | -1.6 | -1
Cc1nc(CSc2nc3ccc([N+](=O)[O-])cc3[nH]2)cs1 | -25 | 0.1 | -0.7 | 10
c1nc(CCNc2nc3nonc3nc2N2CCCCCC2)cs1 | 7 | 0.1 | -1.8 | 14
Cc1ccccc1OCc1n[nH]c(=S)n1C | 5 | -0.1 | 7.2* | -6
Cc1csc(SCC(=O)c2ccc3c(c2)OCO3)n1 | -9 | -0.1 | 1.8 | 2
CCC(C)NC(=O)C1CCN(S(=O)(=O)N2CCCC2)CC1 (stereo unspecified) | 4 | 0.1 | 3.2 | -17
COc1ccc(C(=O)NCC(=O)OCC(=O)c2cc(OC)c(OC)c(OC)c2)cc1OC | 5 | 0.1 | -0.2 | 6
Cc1ccc(N2CCN(C(=O)c3cccc([N+](=O)[O-])c3)CC2)c(C)c1 | 5 | 0.4 | -1.2 | 3
Cc1ccn2cc(-c3cccc(Cl)c3)nc2c1 | -29 | 0.2 | -6.9 | 18
CCn1c2ccccc2c2nnc(SCC(=O)Nc3ccc(S(N)(=O)=O)cc3)nc21 | 13 | -0.1 | 1.7 | 4
N#CC1=C2Sc3ccccc3N2C(=N)/C(=C2\Nc3ccccc3S2)C1c1ccccc1 (stereo unspecified) | -20 | 0.2 | 0.3 | -3
COc1cccc(C(=O)Nc2c3c(nn2-c2ccc(C)cc2C)CSC3)c1 | 2 | -0.2 | -1.1 | -10

Another view of six compounds above:
Structure,TEAD-YAP block,FBW7 act,GPR151 ag,MITF primary
COc1ccc(C(=O)NCC(=O)OCC(=O)c2cc(OC)c(OC)c(OC)c2)cc1OC,5,0.1,-0.2,6
Cc1ccn2cc(-c3cccc(Cl)c3)nc2c1,-29,0.2,-6.9,18
Cc1ccc(N2CCN(C(=O)c3cccc([N+](=O)[O-])c3)CC2)c(C)c1,5,0.4,-1.2,3
Cc1csc(SCC(=O)c2ccc3c(c2)OCO3)n1,-9,-0.1,1.8,2
N#CC1=C2Sc3ccccc3N2C(=N)/C(=C2\Nc3ccccc3S2)C1c1ccccc1 (stereo unspecified),-20,0.2,0.3,-3
COc1cccc(C(=O)Nc2c3c(nn2-c2ccc(C)cc2C)CSC3)c1,2,-0.2,-1.1,-10

An excerpt from above in order of SMILES length, ascending:
SMILES | TEAD-YAP block | FBW7 act | GPR151 ag | MITF primary
Cc1ccn2cc(-c3cccc(Cl)c3)nc2c1 | -29 | 0.2 | -6.9 | 18
CC(C)[C@H](NC(=O)c1c(F)cccc1F)C(=O)Nc1ccc(C#N)cc1 | -6 | -0.1 | 1.2 | -1
Cc1ccc(N2CCN(C(=O)c3cccc([N+](=O)[O-])c3)CC2)c(C)c1 | 5 | 0.4 | -1.2 | 3

(more compounds)
SMILES | TEAD-YAP block | FBW7 act | GPR151 ag | MITF primary
CCOc1ccc(C2C(C(=O)OC)=CN(C)C=C2C(=O)OC)cc1Cl | -13 | 0.9 | -2.2 | -11
O=NN(CCCl)C(=O)NC1CCCCC1 | -11 | -0.1 | -0.3 | -7
Cc1ccc(OCC(O)CNC(C)c2ccccc2)cc1C (stereo unspecified) | 9 | 0.0 | 0.1 | -7
CCCCN(C(=O)NC(=O)Nc1ccccc1OC)S(=O)(=O)c1ccc(C)cc1 | -6 | 0.3 | -0.4 | 7
CC(=O)c1ccc(N2CCN(C(=S)Nc3cccc([N+](=O)[O-])c3)CC2)cc1 | -12 | 0.1 | 5.2* | 1
Cc1ccc(CN2CCN(CC(=O)NCc3ccccn3)C2=O)cc1 | -2 | -0.3 | -0.7 | -2
Cn1ccc(C(=O)Nc2ccccc2C(=O)O)n1 | 5 | 0.4 | -1.5 | 11
CCOC(=O)N1CCc2c(sc(NC(=O)c3ccc(S(=O)(=O)N4CCCCC4)cc3)c2C(=O)OC)C1 | -9 | 0.0 | -0.4 | 4
CC1(C)CC(=O)C2=C(C1)Nc1ccccc1N(C(=S)Nc1ccccc1)C2c1ccc(F)cc1 (stereo unspecified) | 5 | 0.0 | 0.7 | -11
CC1=CCN(CC(=O)Nc2ccccc2C(N)=O)CC1 | -5 | 0.0 | 0.9 | -13
CC(C)CCNC(=O)c1cc2c(s1)CS(=O)(=O)C2 | 1 | -0.1 | 6.5* | 11
CC(C)CNC(=O)c1cccc(NC(=O)c2ccc(Br)cc2)c1 | 6 | -0.1 | 0.2 | -1
CCC(O)/C=C/C=C\C/C=C\C/C=C\C/C=C\C/C=C\CCC(=O)O (stereo unspecified) | · | · | -1.9 | 7
O=C(CCc1nc2cccnc2n1Cc1cccs1)Nc1cccc(Cl)c1 | -9 | -0.1 | 0.5 | 2
COc1ccc(Cl)cc1NC(=S)N(Cc1ccc(C(=O)O)cc1)Cc1ccc(OC)c(OC)c1 | 6 | 0.1 | -0.4 | -5
CC(C)C(=O)NNC(=O)CN1CCN(c2nc(-c3ccccc3)cs2)CC1 | 27 | 0.5 | -0.2 | 12
COc1cccc(CN[C@H]2C[C@H]3C(=O)N[C@@H](Cc4ccc(Cl)cc4)C(=O)N3C2)c1 | 1 | -0.1 | -0.6 | 4
O=C(O)C1CCN(C(=O)CSc2nnc(NC3CCCCC3)s2)CC1 | -1 | 0.0 | -0.6 | 1
CC1=C(C(=O)OC(C)C)C(c2ccccc2I)C2=C(CCCC2=O)N1 (stereo unspecified) | 7 | 0.0 | -1.1 | 14
C/C(CC(=O)Nc1cc(C)ccn1)=N\NC(=O)c1ccc(Cl)cc1 | -16 | -0.2 | 1.1 | -10
CC1(C)[C@H]2CC=C(CN3CCc4nnc(CNC(=O)CCc5cccnc5)n4CC3)[C@@H]1C2 | -2 | 0.0 | -0.2 | 5
CCOC(=O)c1c(NC(=O)C(C)Sc2nnc(CNC(=O)c3ccccc3F)n2-c2ccccc2OC)sc2c1CCC2 (stereo unspecified) | -1 | -0.1 | -0.9 | -7
COc1cc(NC(=O)CCc2ccccc2)ccc1Cl | -10 | 0.3 | 1.6 | 4
COc1cccc2c(C)cc(N3CC(C)OC(C)C3)nc12 (stereo unspecified) | -4 | 0.0 | 1.5 | -17
O=C1CCCN1CCCNc1nc(NCCCN2CCCC2=O)c2ncn(C3CCCCC3)c2n1 | 0 | 0.0 | -1.3 | 13
COc1ccc(OC)c(C2C3=C(CCCC3=O)Nc3ncnn32)c1 (stereo unspecified) | 5 | 0.0 | 1.7 | 0
O=C(Cc1cn(-c2ccc(Nc3ccc4ncccc4c3)nn2)c2ccccc12)Nc1ccc2c(c1)OCO2 | -7 | -0.1 | 1.3 | 14
O=C(Nc1cccc(Cl)c1)c1nn2c(C(F)(F)F)cc(-c3cccs3)nc2c1Cl | -12 | -0.1 | 1.1 | -5
O=C(COc1ccc(Cl)cc1)Nc1nnc(C(F)(F)F)s1 | -3 | 0.1 | -1.6 | 4
Cc1ccc2oc(=O)c3cc(C(=O)NCCCN4CCOCC4)sc3c2c1 | 4 | -0.1 | 2.2 | 2
COCCNC(=O)c1cn(C(C)c2ccc(F)cc2)nn1 (stereo unspecified) | 7 | 0.1 | 0.0 | 4
O=S(=O)(c1ccc(Br)s1)N1CCN(c2cccc(Cl)c2)CC1 | 8 | 0.5 | -2.6 | 0
COCCNC(=O)CN1N=C(C(C)(C)C)Cn2c(cc3ccccc32)C1=O | -7 | -0.1 | 1.7 | 3
CCN(CC)S(=O)(=O)c1ccc2nc(CSc3nnc4nc(C)cc(C)n34)[nH]c2c1 | -11 | 0.1 | -1.6 | 16
CCOc1ccc(S(=O)(=O)Nc2ccccn2)cc1C | -4 | 0.9 | 1.6 | 9
Cc1cc(C)n2nc(SCCC(=O)NCc3cccs3)nc2n1 | 0 | 0.0 | -0.7 | 9
CCN(CC)C(=O)CSc1nnc(-c2cccc(Cl)c2)n1CC | 14 | 0.2 | -1.1 | 14
CCOC(=O)C1(CCOc2ccccc2)CCN(C(=O)c2c(C)[nH]c(C(C)=O)c2C)CC1 | -3 | -0.1 | -0.9 | 17
Cc1cc(OCC(=O)NCCCN2CCOCC2)cc(C)c1Br | 0 | -0.1 | 0.0 | -10
Cc1nc2ccccc2c(=O)n1Cc1ccc(F)cc1 | 1 | 0.5 | -0.6 | 9
Cc1ccccc1C(=O)NNS(=O)(=O)c1ccc(Cl)cc1 | 0 | -0.1 | 0.2 | -5
Cc1ccc2c(c1)CN(CC(=O)NCCCn1cccn1)CC(C)O2 (stereo unspecified) | 2 | 0.0 | 0.1 | -1
O=C(CN1C(=O)CCC1=O)Nc1nc(-c2cccnc2)cs1 | 7 | 0.8 | -0.1 | 14
O=C1CC(NCc2ccc(F)cc2)C(=O)N1c1ccc(F)cc1 (stereo unspecified) | 3 | -0.1 | -1.0 | -1
O=C1N[C@H](CO)C(=O)N2CCN(Cc3ccc(Cl)cc3)C[C@H]12 | -1 | 0.1 | 0.2 | -4
Cc1onc(-c2ccccc2Cl)c1C(=O)Nc1c2c(nn1-c1ccccc1)CSC2 | 0 | 0.0 | 0.9 | -2
CCOc1cc(OCC)c(/C=C/C(=O)O)cc1Br | 0 | -0.1 | 2.5 | 7
CC(=O)c1cc(C)ccc1OC(=O)c1ccccc1 | 2 | -0.1 | -0.2 | -10
C=CCNC(=O)c1ccccc1NC(=O)CN(c1cccc([N+](=O)[O-])c1)S(C)(=O)=O | 4 | 0.8 | 13* | 11
CC(C)=CCC/C(C)=C/CC/C(C)=C/CC/C(C)=C/CC/C(C)=C/CC/C(C)=C/CC/C(C)=C/CC/C(C)=C/CC/C(C)=C/CO | -5&-6 | 0.1&-0.1 | 0.4&-0.1 | 12&5
The results go on:
SMILES | TEAD-YAP block | FBW7 act | GPR151 ag | MITF primary
CCCOC(=O)C1=C(C)N(C)C(=O)NC1c1ccc(Cl)cc1 (stereo unspecified) | -9 | -0.1 | 0.5 | -14
Cc1ccc(C(=O)NC[C@H](O)C(=O)N(C)C)cc1-n1c(C)nc(OCc2ccc(F)cc2F)c(Br)c1=O | 2 | -0.1 | -0.8 | -12
Cc1cnc(C)c(-c2cccc3c2OC(CNC(=O)/C=C/c2ccc(F)c(F)c2)C3)n1 (stereo unspecified) | 6 | 0.4 | 0.0 | 4
Cc1noc(C)c1NC(=O)NC1CCCCNC1=O (stereo unspecified) | 7 | 0.2 | 0.0 | -10
Cn1nnnc1SCc1ccccc1F | -1 | 0.0 | 1.3 | -8
NNC(=O)c1ccc(OCc2ccccc2)cc1 | -2 | 0.1 | 0.0 | 15
CC1CCc2c(sc3ncnc(N(C)CCC#N)c23)C1 (stereo unspecified) | -12 | -0.1 | 0.9 | 6
O=C(CSc1ncnc2ccccc12)N1CCCCCC1 | -42 | 0.0 | 0.3 | 6
CCOC(=O)c1c(NC(=O)CSc2nnc(NC(C)=O)s2)sc2c1CCC2 | 8 | -0.1 | -1.3 | -16
CCOC(=O)C1=C(C)N=c2s/c(=C\c3ccc(-c4ccc(Cl)c(Cl)c4)o3)c(=O)n2C1c1c(OC)ccc2ccccc12 (stereo unspecified) | 7 | -0.1 | -0.7 | -5
COc1ccc(OCCOc2cccc(/C=C3\C(=N)N4N=C(c5ccc(C)cc5)SC4=NC3=O)c2)cc1 | -36 | -0.2 | 0.4 | -6
Cc1cc(C)cc(NC(=O)c2cc(S(=O)(=O)N3CCCC3)ccc2F)c1 | 8 | 0.0 | 0.2 | -9
CCN(c1ccccc1)S(=O)(=O)c1ccc(F)c(C(=O)Nc2cccc(C)c2C)c1 | 7 | 0.1 | -1.6 | 9
Cc1ccc(-n2nc(C)c3c(C(=O)N4CCN(C(=O)c5ccco5)CC4)cc(C)nc32)cc1 | -10 | -0.2 | -0.5 | 5
